TEAD-YAP block: TEAD-YAP interaction inhibition | inhibition, % at 9.12 µM | HEK-TIYL cells, TEAD-Gal4/YAP UAS-luciferase luminescence | 640,000 tested, 1.4% active; in the data active means inhibition above about 32%;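 further: 0% = median of test compound wells and 100% = reference inhibitor wells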
GPR151 activ: human GPR151 activation. activation, % at 11.2 µM. Q8TDV0. 650,000 tested, 1% active. PathHunter beta-arrestin GPR151 cells, luminescence; in the data active means activation above about 4.9%;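 further: 0% = median of compound wells and 100% = cells with positive control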
Target sequence (Q8TDV0 whole entry, looked up): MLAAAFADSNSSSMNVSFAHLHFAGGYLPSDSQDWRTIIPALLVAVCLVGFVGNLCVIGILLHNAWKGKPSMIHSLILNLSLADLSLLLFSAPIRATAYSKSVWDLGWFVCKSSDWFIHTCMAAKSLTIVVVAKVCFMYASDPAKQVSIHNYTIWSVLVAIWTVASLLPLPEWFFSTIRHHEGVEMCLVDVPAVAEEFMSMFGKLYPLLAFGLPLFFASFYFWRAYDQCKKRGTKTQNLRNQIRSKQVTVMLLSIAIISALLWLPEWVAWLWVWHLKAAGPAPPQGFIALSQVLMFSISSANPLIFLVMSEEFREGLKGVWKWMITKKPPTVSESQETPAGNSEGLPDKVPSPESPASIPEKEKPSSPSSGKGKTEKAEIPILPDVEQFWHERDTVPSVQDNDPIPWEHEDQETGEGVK
FBW7 act: human FBW7 E3 ligase activation, primary screen; AlphaScreen FBW7–phospho-cyclin E peptide binding, activator screen; 650,000 tested, 0.13% active; normalized activity (activation), % at 26.1 µM; AID 1259310; in the data active means normalized activity above about 1.9%;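 further: purified mutant Fbw7 with reduced substrate affinity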
Target sequence (Q969H0 whole entry, looked up): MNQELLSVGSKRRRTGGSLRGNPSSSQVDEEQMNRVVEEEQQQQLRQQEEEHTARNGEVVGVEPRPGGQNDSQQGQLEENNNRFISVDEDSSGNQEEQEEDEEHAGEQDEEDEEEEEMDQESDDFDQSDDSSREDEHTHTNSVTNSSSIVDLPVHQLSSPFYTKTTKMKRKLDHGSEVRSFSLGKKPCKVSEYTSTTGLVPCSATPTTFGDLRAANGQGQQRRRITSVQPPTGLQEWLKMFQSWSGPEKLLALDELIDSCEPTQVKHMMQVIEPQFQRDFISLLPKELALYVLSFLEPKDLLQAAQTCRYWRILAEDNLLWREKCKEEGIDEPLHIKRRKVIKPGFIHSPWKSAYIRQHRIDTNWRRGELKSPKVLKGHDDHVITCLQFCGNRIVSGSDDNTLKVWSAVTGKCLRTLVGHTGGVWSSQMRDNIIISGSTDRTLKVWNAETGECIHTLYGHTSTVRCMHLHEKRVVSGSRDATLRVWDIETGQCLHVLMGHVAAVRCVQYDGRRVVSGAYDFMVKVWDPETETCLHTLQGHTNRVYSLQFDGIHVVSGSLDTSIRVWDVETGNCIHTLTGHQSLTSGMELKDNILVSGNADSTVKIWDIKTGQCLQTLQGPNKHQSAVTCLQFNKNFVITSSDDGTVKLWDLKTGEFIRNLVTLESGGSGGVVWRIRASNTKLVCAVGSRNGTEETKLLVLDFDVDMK
MITF primary: blocks human microphthalmia-associated transcription factor; AlphaScreen MITF homodimerization, bead proximity signal; 650,000 tested, 0.91% active; O75030; inhibition, % at 2.6 µM; in the data active means inhibition above about 50%;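 further: 0% = vehicle wells with protein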
* marks the source's active call; other numbers are inactive results. Compounds were not picked by outcome. Share with any hit: about 3.4%.

SMILES	TEAD-YAP block	GPR151 activ	FBW7 act	MITF primary
Cc1ccc(NCN2C(=O)C3CC=CCC3C2=O)cc1 (configuration not stated)	3	0.5	0.1	-7
COC(CN(C)C(C(=O)NC1CCCCC1)c1cc2c(cc1[N+](=O)[O-])OCO2)OC (configuration not stated)	-9	0.8	-0.3	-5
C=C(C)c1cccc(C(C)(C)NC(=O)Nc2ccc(C)cn2)c1	-10	0.8	-0.3	-1
CC(Cc1cccnc1)NC(=O)CCc1nnc(-c2ccccc2)o1 (configuration not stated)	-10	-1.0	0.5	-4
CCOC(=O)C1(CCOc2ccccc2)CCN(Cc2nccn2CC)CC1	-7	0.6	0.0	2
COCC(=O)Nc1ccc([N+](=O)[O-])cc1C	6	1.6	0.2	4
Cc1nn(CCC(=O)Nc2ccc(F)cc2)c(C)c1C	-5	-2.0	-0.1	0
O=C(CSc1nc2ccc(NC(=O)C3CCCCC3)cc2s1)Nc1ccccc1F	2	0.8	0.2	5
COCCn1nnnc1C(c1ccccc1)N1CCN(c2cc(C)ccc2C)CC1 (configuration not stated)	3	-0.9	-0.1	3
c1ccc(N2CCN(C3CCCN(Cc4ccc5c(c4)OCCO5)C3)CC2)cc1 (configuration not stated)	-2	-0.1	0.0	-2
CCOC(=O)C1=C(C)NC(=O)CC1c1cccc(Oc2ccccc2)c1 (configuration not stated)	14	-0.5	-0.1	-2
CC(=O)N1c2ccccc2N=C(c2ccc(C)cc2)CC1c1ccc([N+](=O)[O-])cc1 (configuration not stated)	2	-0.5	0.0	-69
CCc1ccc(CN2CCC3(CCC(CNC(=O)c4ccccc4)O3)CC2)o1 (configuration not stated)	-6	0.4	0.0	1
Cc1nc2ccc(S(=O)(=O)O)cc2[nH]1	5	0.2	-0.1	-11
CCC(=O)N1CCCC(C(=O)Nc2cccc(-c3cc4ccccc4[nH]3)c2)C1 (configuration not stated)	-2	-0.3	0.0	2
Cc1c(Cl)cccc1N1C(=O)C2C(c3ccccc3)OC3(C(=O)c4ccccc4C3=O)C2C1=O (configuration not stated)	3	1.5	0.0	-5
Cc1nn(CCC(=O)N[C@H](Cn2nnc3ccccc32)C(C)C)c(C)c1C	-2	0.0	0.1	-11
CCCOc1ccc(-c2ccc(-c3noc(-c4ccc(-c5ccc(OCCC)cc5)cc4)n3)cc2)cc1	-9	1.3	0.0	1
COc1ccccc1/C=C(/NC(=O)c1cc(OC)c(OC)c(OC)c1)C(=O)NCC(=O)O	0	-1.6	0.7	-8
O=C(CSc1nnnn1-c1ccccc1)Nc1ccc2nc(SCC(=O)NC3CC3)sc2c1	21	2.6	0.3	6
COC(=O)c1cc(S(=O)(=O)N2CCCN(S(=O)(=O)c3ccc(Cl)c(C(=O)OC)c3)CC2)ccc1Cl	9	0.9	0.1	6
COC(C(=O)N1CCc2c(cnc(C)c2CNC(=O)Cc2ccsc2)C1)c1ccccc1 (configuration not stated)	-15	0.2	-0.4	-18
COc1ccc(C2CC(=O)C3=C(C2)NC(C)=C(C(=O)OCCOc2ccccc2)C3c2ccc3c(c2)OCO3)cc1 (configuration not stated)	2	-2.3	0.3	-6
CCN1C(=O)c2cccc3c(NC(=O)CSc4ccccc4)ccc1c23	11	0.7	-0.1	-5

Some of the entries so far, field by field.
O=C(CSc1nnnn1-c1ccccc1)Nc1ccc2nc(SCC(=O)NC3CC3)sc2c1
  TEAD-YAP block = 21; GPR151 activ = 2.6; FBW7 act = 0.3; MITF primary = 6
COC(=O)c1cc(S(=O)(=O)N2CCCN(S(=O)(=O)c3ccc(Cl)c(C(=O)OC)c3)CC2)ccc1Cl
  TEAD-YAP block = 9; GPR151 activ = 0.9; FBW7 act = 0.1; MITF primary = 6

Next section
SMILES	TEAD-YAP block	GPR151 activ	FBW7 act	MITF primary
C/C(=N\NC(=O)c1ccc([N+](=O)[O-])cc1)c1ccc(O)cc1	5	0.3	0.1	-4
CCOc1cc(/C=C(/C#N)C(=O)Nc2ccc(OC)cc2)cc(Br)c1O	19	0.3	-0.1	-5
CCCNc1cc(Nc2ccccc2)ncn1	-26	-2.8	-0.1	14
O=C(CNc1ccccc1)N/N=C/c1ccc(O)cc1	5	-2.0	0.0	-21
CCOC(=O)c1cccc(NC(=O)Cc2nc(-c3ccc(OC)cc3)no2)c1	-5	3.3	0.2	-10
CC(Oc1ccc(Cl)cc1Cl)C(=O)NNC(=O)c1ccccc1 (configuration not stated)	1	-0.1	-0.1	-6
CCOC(=O)N1CCC(N2CCCC(CO)(Cc3cccc(OC)c3)C2)CC1 (configuration not stated)	6	-0.6	0.0	-8
O=C1c2cccnc2C(=O)N1Cc1ccc(S(=O)(=O)Nc2ccc(F)cc2)s1	11	-0.7	-0.1	5
N#C/C(=C\c1ccc(Cl)cc1)c1nc(-c2ccccc2O)cs1	-10	-1.0	0.0	-3
CC(C)CC(NC(=O)COc1ccc([N+](=O)[O-])cc1)C(=O)O (configuration not stated)	-4	0.7	0.2	1
COc1cc(CN(C(=O)c2ccc(C)cc2)C2CCS(=O)(=O)C2)cc(OC)c1OC (configuration not stated)	0	0.4	0.0	3
CCN(CC)C(=O)CSc1nnc(-c2cccnc2)n1-c1cc(C)ccc1C	-2	-0.6	0.2	-4
CCOC(=O)c1ccccc1Nc1cc(C)nc2nc(CC)nn12	0	0.9	0.1	0
COC(=O)c1ccc(NC(=O)CSc2nc3ccc(NC(=O)CSc4nnnn4-c4ccccc4)cc3s2)cc1	-6	1.1	0.3	-2
c1ccc2c(c1)nnn2-c1ncnc2sc3c(c12)CCC3	2	-0.1	0.1	6
O=C(O)c1ccc(N2C(=O)C3C(C2=O)C2(c4ccccc4)C(=O)C3(c3ccccc3)C(c3ccccc3)=C2c2ccccc2)cc1 (configuration not stated)	11	-1.2	0.1	-11
O=C(CSc1nc2[nH]ncc2c(=O)[nH]1)NCc1ccc2c(c1)OCO2	-3	0.1	-0.1	8
O=C(Nc1ccc(F)c(Cl)c1)c1cc(S(=O)(=O)N2CCC3(CC2)OCCO3)ccc1F	0	0.4	-0.1	-7
C=CCNC(=O)c1ccc(Cn2c(=S)[nH]c3cc4c(cc3c2=O)OCO4)cc1	-12	4.8	0.1	20
CCCOc1ccc(C(Nc2ccccn2)c2ccc3cccnc3c2O)cc1 (configuration not stated)	21	-1.9	0.0	19
O=C(Nc1cc(=O)[nH]c(=O)[nH]1)c1cccc(C(=O)Nc2cc(=O)[nH]c(=O)[nH]2)c1	-7	0.1	-0.1	2
COc1ccc(CCNC(=O)c2cc(-c3ccco3)on2)cc1OC	-70	-0.3	0.0	2
COc1ccc(C(=O)Nc2ccc(NC(=O)C(C)C)cn2)cc1	-12	1.3	0.0	6
Cc1ccccc1Nc1c(-c2ccsc2)nc2c[n+](CC(N)=O)ccn12	-7	1.3	-0.1	-4

Full records, looked up by structure. Order of values: TEAD-YAP block | GPR151 activ | FBW7 act | MITF primary
O=C(O)c1ccc(N2C(=O)C3C(C2=O)C2(c4ccccc4)C(=O)C3(c3ccccc3)C(c3ccccc3)=C2c2ccccc2)cc1 (configuration not stated) in the list: 11 | -1.2 | 0.1 | -11
CCCOc1ccc(C(Nc2ccccn2)c2ccc3cccnc3c2O)cc1 (configuration not stated) in the list: 21 | -1.9 | 0.0 | 19
COC(=O)c1ccc(NC(=O)CSc2nc3ccc(NC(=O)CSc4nnnn4-c4ccccc4)cc3s2)cc1 in the list: -6 | 1.1 | 0.3 | -2

Later entries.
SMILES	TEAD-YAP block	GPR151 activ	FBW7 act	MITF primary
CCCCc1cc(=O)oc2cc(OCC(C)=O)c(Cl)cc12	-1	-1.9	0.0	-23
COc1ccc(C(=O)Nc2c3c(nn2-c2cccc(Cl)c2)CS(=O)C3)cc1 (configuration not stated)	4	-1.4	0.2	11
CCN(CC)c1nc(-c2ccccc2)c2cc(Cl)ccc2n1	-11	1.2	0.3	-1
Cc1cc(C)cc(NC(=O)COC(=O)c2ccccn2)c1	4	-0.3	-0.4	14
CCCn1c(=O)c(C(=O)NCCO)c(O)c2ccccc21	1	-0.3	-0.2	-20
Cn1cc(CC(=O)NCCN2CCN(Cc3ccccc3)CC2)c2ccccc21	4	5.2*	-0.1	-13
Cc1ccc(NC(=O)C2CC(=O)N(c3ccc(Br)cc3)C2)c(C)c1 (configuration not stated)	13	-0.9	0.2	26
COC(=O)C1=CN(Cc2ccc(OC)cc2)C=C(C(=O)OC)C1c1ccc(OC)c(OC)c1	-13	-0.1	0.0	-1
CC(C)c1ccccc1OCC(O)CN1CCCC1 (configuration not stated)	13	-0.2	-0.1	8
CCSC1=C(C#N)C(=O)NC(c2ccc(OC)cc2OC)S1 (configuration not stated)	5	-0.2	-0.2	7
N#CC1=C(N)Oc2n[nH]c(-c3ccc(Cl)cc3)c2C1c1ccc2c(c1)OCO2 (configuration not stated)	12	-1.7	-0.1	2
CC1CCc2c(sc3ncn(C4CCN(C(=O)c5ccn[nH]5)CC4)c(=O)c23)C1 (configuration not stated)	-8	0.6	0.0	2

The final 4 records of the part before are carried over, then new ones follow.
SMILES	TEAD-YAP block	GPR151 activ	FBW7 act	MITF primary
CC(C)c1ccccc1OCC(O)CN1CCCC1 (configuration not stated)	13	-0.2	-0.1	8
CCSC1=C(C#N)C(=O)NC(c2ccc(OC)cc2OC)S1 (configuration not stated)	5	-0.2	-0.2	7
N#CC1=C(N)Oc2n[nH]c(-c3ccc(Cl)cc3)c2C1c1ccc2c(c1)OCO2 (configuration not stated)	12	-1.7	-0.1	2
CC1CCc2c(sc3ncn(C4CCN(C(=O)c5ccn[nH]5)CC4)c(=O)c23)C1 (configuration not stated)	-8	0.6	0.0	2
O=C(Nc1ccccc1C(F)(F)F)N[C@H]1C[C@H]2C(=O)N[C@@H](Cc3ccc(Cl)cc3)C(=O)N2C1	-19	-1.6	0.8	-1
COc1ccc(-n2c(=O)[nH]c3nc(-c4ccc(N5CCOCC5)cc4)cnc32)c(C)c1	4	-0.4	0.3	-1
CCOC(=O)C1(C)C(Br)=C(O)C(=O)N1c1ccc(Br)cc1 (configuration not stated)	22	-0.6	-0.2	8
O=C(CCC(=O)Nc1ccccc1)N/N=C/c1ccc([N+](=O)[O-])cc1	3	-0.3	-0.1	-4
Cc1ccc(NC(=O)C(=O)NC2CCCC2)c(C)c1	-63	-1.0	-0.1	4
COc1ccc(C2=N/C(=C\c3ccccc3C(F)(F)F)C(=O)O2)c(Cl)c1	10	-0.5	0.2	5
COc1ccccc1NC(=O)COc1ccc(C(=O)O)cc1OC	2	-0.2	-0.2	5
CCOc1ccc(C(=O)Nc2ccc(NC(=O)c3ccc(Cl)cc3Cl)cc2)cc1	-3	0.5	0.0	-17
CCOc1ccc2nc(NC(=O)Cc3nn(C)c(=O)c4ccccc34)sc2c1	7	-0.5	-0.2	4
Cc1c(C(=O)N2CCOCC2)sc2nc(-c3ccccc3)cn12	-26	-1.8	-0.1	4
CCN(Cc1ccccc1)S(=O)(=O)c1cc2c3c(c1)CCC(=O)N3CCC2	2	0.0	-0.1	1
CCN1CCC(N2CCCC(c3nc4ccccc4[nH]3)C2)CCC1=O (configuration not stated)	-20	0.5	-0.1	-1
CCOc1ccc2nc(N3CCCC(NCc4c(C)nn(CC)c4C)CC3)nc(C)c2c1 (configuration not stated)	1	-0.6	0.6	-55
CC1=C(C(N)=O)C(c2ccc3c(c2)OCO3)NC(=S)N1 (configuration not stated)	-1	-0.7	0.0	5
COc1ccc(OCc2nnc(SCc3nnc(-c4cccs4)o3)n2C)cc1	3	0.1	-0.1	8
O=C(CCn1cnc2ccccc21)N/N=C\c1cc(Br)ccc1O	30	2.0	-0.7	10
COc1cc(/C=C/C(=O)OCC(=O)NC(=O)NC2CCCC2)ccc1OCC#N	6	-1.4	-0.2	3
CCCCCc1ccc(-c2ccc(OCC)cc2)nc1	-11	0.2	0.0	-2
COc1ccc(C)cc1NC(=O)c1cc(OC)c(OC)c(OC)c1Br	5	-1.0	0.2	9
COc1cc(CN(C(=O)c2ccc(F)cc2)C2CCS(=O)(=O)C2)cc(OC)c1OC (configuration not stated)	9	0.5	-0.2	6
Cc1ccc(-n2c(=S)sc3c(=O)n(-c4ccccc4)c(SCC4OCCO4)nc32)cc1C	0	0.3	0.1	-4
Cc1[nH]nc2c1C(c1ccc(Br)cc1)CC(=O)N2 (configuration not stated)	-1	1.6	0.0	6
COc1cc(OC)cc(-c2nnc(SCC(=O)c3cccs3)o2)c1	9	-1.2	0.3	8
COc1cccc(C(C)NC(=O)Nc2cccc(C(F)(F)F)c2)c1 (configuration not stated)	3	-2.1	0.1	11

Part of the list above, reduced to FBW7 act, MITF primary and GPR151 activ.
Structure | FBW7 act | MITF primary | GPR151 activ
Cc1c(C(=O)N2CCOCC2)sc2nc(-c3ccccc3)cn12 | -0.1 | 4 | -1.8
COCCn1nnnc1C(c1ccccc1)N1CCN(c2cc(C)ccc2C)CC1 (configuration not stated) | -0.1 | 3 | -0.9
CCCn1c(=O)c(C(=O)NCCO)c(O)c2ccccc21 | -0.2 | -20 | -0.3
O=C(O)c1ccc(N2C(=O)C3C(C2=O)C2(c4ccccc4)C(=O)C3(c3ccccc3)C(c3ccccc3)=C2c2ccccc2)cc1 (configuration not stated) | 0.1 | -11 | -1.2
COc1ccc(C2=N/C(=C\c3ccccc3C(F)(F)F)C(=O)O2)c(Cl)c1 | 0.2 | 5 | -0.5
C=CCNC(=O)c1ccc(Cn2c(=S)[nH]c3cc4c(cc3c2=O)OCO4)cc1 | 0.1 | 20 | 4.8

Further structures:
SMILES	TEAD-YAP block	GPR151 activ	FBW7 act	MITF primary
C=CCn1c(C)cc(C(=O)CSc2nnc(NCc3ccccc3)s2)c1C	4	-1.6	-0.1	-2
CCCCOC(=O)c1ccc(NC(=O)CSCC(=O)Nc2ccccc2)cc1	-8	0.4	0.0	3
O=C(NCC(c1cccs1)S(=O)(=O)c1ccccc1)c1ccccc1 (configuration not stated)	2	3.9	0.9	24
O=C(NC1CCN(Cc2ccccc2)CC1)c1ccc2nc(Nc3ccncc3)sc2c1	1	1.3	-0.1	-4
